High-throughput results as filed in PubChem.
D1 PAM: human D1 dopamine receptor positive modulation | HEK293 TREx D1 cells, calcium flux, dopamine EC20 potentiation | potentiation, % at 10 µM | 360,000 compounds, 0.036% hits | AID 504651; in the data active means potentiation above about 30%; further: 0% is about no effect
Target sequence (P21728 whole entry, looked up): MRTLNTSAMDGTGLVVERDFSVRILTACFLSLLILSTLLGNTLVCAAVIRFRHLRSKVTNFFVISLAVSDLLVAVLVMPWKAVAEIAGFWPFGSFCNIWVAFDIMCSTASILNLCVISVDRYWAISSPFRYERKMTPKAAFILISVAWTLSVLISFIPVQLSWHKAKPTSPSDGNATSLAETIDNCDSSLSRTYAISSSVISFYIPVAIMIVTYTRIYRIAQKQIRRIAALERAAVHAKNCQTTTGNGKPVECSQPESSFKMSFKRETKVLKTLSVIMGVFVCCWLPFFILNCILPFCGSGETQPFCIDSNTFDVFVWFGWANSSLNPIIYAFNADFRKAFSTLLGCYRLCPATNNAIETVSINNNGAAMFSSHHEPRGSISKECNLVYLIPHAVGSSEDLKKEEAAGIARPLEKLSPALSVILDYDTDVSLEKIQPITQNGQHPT
D1 ag: human D1 receptor agonism; P21728; HEK293 T-REx D1 cells, calcium flux, agonist mode; activation, % at 2 µM; 360,000 compounds, 1% hits; in the data active means activation above about 30%; further: 0% is about no effect
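Tetracycline-induced HEK293 TREx D1 cells, force-coupled to calcium signalling, were dye-loaded with a no-wash calcium kit. Compound was pin-added after a 10 s baseline. Fluorescence was read kinetically at 1 cycle/s for 180 s, with calcium rises flagged as agonism.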
D1 antag: blocks dopamine activation of the human D1 receptor; HEK293 TREx D1 cells, calcium flux, dopamine EC80; active compounds read low; activity change, negative = inhibition, % at 10 µM; 360,000 compounds, 3.2% hits; AID 504652; in the data active means activity change below about -30%; further: on the % scale 0 is the no-effect control and ±100 the full control effect
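Tetracycline-induced HEK293 Trex D1 cells, force-coupled to calcium, dye-loaded; compounds added and read 180 s, then EC80 dopamine added and calcium flux tracked kinetically another 180 s.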
Vif-A3G inh: blocks the Vif interaction with human APOBEC3G; HeLa A3G-eYFP + Vif (tagged APOBEC3G with the HIV-1 protein that degrades it), YFP fluorescence, overnight; 410,000 compounds, 0.076% hits; Potency, µM (titrated, usually from 46.1 µM), without a hit: at the top dose activity, negative = active, actives largely listed as inhibitors; Q9HC16; AID 602310;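 further: potency means the concentration at half of the fitted maximal effect; on the % scale 0 is the no-effect control and ±100 the full control effect; nearly all actives have a fitted effect of over 60% in size; hits raise eYFP signal because A3G escapes Vif-driven loss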
Target sequence (Q9HC16 whole entry, looked up): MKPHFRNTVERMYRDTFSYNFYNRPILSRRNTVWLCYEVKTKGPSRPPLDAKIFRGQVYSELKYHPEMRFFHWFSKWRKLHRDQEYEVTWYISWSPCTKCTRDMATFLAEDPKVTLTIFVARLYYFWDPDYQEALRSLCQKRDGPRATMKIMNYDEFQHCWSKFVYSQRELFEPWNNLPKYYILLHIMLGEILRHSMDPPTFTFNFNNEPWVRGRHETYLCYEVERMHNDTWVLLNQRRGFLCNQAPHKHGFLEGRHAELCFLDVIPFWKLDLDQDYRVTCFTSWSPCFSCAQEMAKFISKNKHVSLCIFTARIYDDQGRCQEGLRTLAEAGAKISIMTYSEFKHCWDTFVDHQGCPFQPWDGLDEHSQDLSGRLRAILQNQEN
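Read-out is eYFP fluorescence (Ex 488/Em 500-530) from Vif-expressing HeLa A3G-eYFP cells; more signal means A3G escaped Vif-mediated degradation. Cells plated overnight, compound pinned in, incubated overnight at 37 deg C.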
LDHA block: LDHA (human) enzyme inhibition; P00338; purified LDHA, NADH/diaphorase-resazurin fluorescence; active compounds read low; activity change, % (values are at about 110 or 230 µM); 480,000 compounds, 0.15% hits; AID 1347041; in the data active means activity change below about -30%; inconclusive means mostly about -25% to -30%;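 further: plate controls were DMSO wells for no effect and wells without enzyme for full effect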
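Remaining NADH was detected by diaphorase (0.133 mg/mL) converting 37 µM resazurin to fluorescent resorufin, read at 0 and 20 minutes. The preceding 5-minute room-temperature reaction used 2 nM LDHA, 0.2 mM sodium pyruvate and 0.06 mM NADH at pH 7.4.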
RXFP1 agonist: agonists of human relaxin receptor RXFP1; 370,000 compounds, 0.3% hits; Potency, µM (series often up to 57.5 µM), inactives show top-dose activation, hits mostly activators; AID 2676; HEK293T-RXFP1 cAMP TR-FRET, 30 min; response scale: percent of porcine relaxin response, buffer zero; further: potency means the concentration at half of the fitted maximal effect; on the % scale 0 is the no-effect control and ±100 the full control effect; nearly all actives have a fitted effect of over 60% in size; many of its hits are not listed in these tables
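Agonist response is measured as cAMP accumulation in an RXFP1-transfected HEK293T line under PDE4 inhibition. Values are scaled between buffer-only and 29 nM porcine relaxin, and EC50s come from standard Hill equation fits.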
Vif-APOBEC3F blk: inhibitors of Vif-A3F interaction; 390,000 compounds, 0.2% hits; HeLa A3F-eYFP + Vif (tagged APOBEC3F with the HIV-1 protein that degrades it), YFP fluorescence increase; AID 602313; Potency, µM (titrated, usually from 46.1 µM), without a hit: top-dose activity, negative = active; further: potency means the concentration at half of the fitted maximal effect; % of control where 0% means no effect; nearly all actives have a fitted effect of over 65% in size
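HeLa cells stably expressing Vif plus C-terminally eYFP-tagged A3F were seeded, incubated overnight at 37 deg C, dosed with compound, incubated overnight again at 37 deg C. Yellow fluorescence (Ex 488/Em 500-530) reported blocked Vif-mediated A3F-eYFP degradation.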
GRP78 ERSR act: ER stress response induction in glioma | U87-MG GRP78 promoter luciferase reporter, 16 h | 420,000 compounds, 0.02% hits | Potency, µM, for the others: top-dose activation, actives largely listed as activators; further: potency means the concentration at half of the fitted maximal effect; series mostly up to about 76 µM; % of control where 0% means no effect; nearly all actives have a fitted effect of over 35% in size
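Stably transfected U87-MG human glioma cells carrying a GRP78-based luminescent sensor were seeded at 1000 cells/well, pin-dosed with compounds and incubated 16 h. Luciferase reagent was then added, and end-point luminescence was read after 10 min at room temperature.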
D2 potentiator: positively modulates the human D2 dopamine receptor allosterically | HEK293 T-REx D2, calcium flux, EC20 dopamine potentiation | 340,000 compounds, 0.34% hits | potentiation, % at 10 µM | P14416;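 active means potentiation over 3 SD above the plate norm, cut at about 30% in these data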; further: 0% is about no effect
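Tetracycline-induced HEK293 T-REx cells force-coupled to calcium signalling expressed D2; compounds were pin-added after a 10 s baseline, read kinetically 180 s, then an EC20 dopamine challenge followed with a further 180 s calcium read.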
* hit, by the source's call; u = inconclusive; x = not tested or not shown; & = joins results of further samples. Unless noted, the call rests on the fitted dose curve; in most records, active means well fitted curve in the direction sought with a large enough effect; inconclusive means small, poorly fitted or top-dose-only effect, or another doubt; inactive means no such curve, though single readings can be large; an effect the other way counts as inactive or inconclusive. An excerpt (hit frequency here may not be typical).

SMILES | D1 PAM | D1 ag | D1 antag | Vif-A3G inh | LDHA block | RXFP1 agonist | Vif-APOBEC3F blk | GRP78 ERSR act | D2 potentiator
Cc1ccc(NS(=O)(=O)c2cc(C(=O)NCc3ccncc3)ccc2C)cc1 | -13 | 0 | 1 | -6% | -2 | -1.1% | 3% | 0% | 0
O=C(NC1C(=O)NNC1c1ccccc1)c1ccc(F)cc1 (centres undefined) | -1 | 1 | 4 | 0% | -2 | 0.7% | 5% | 9% | x
CCOc1ccc(NC(=O)c2ccc(F)cc2F)cc1 | x | x | x | 3% | -6 | x | 5% | -2% | x
CC1=C(C(N)=O)C(c2ccccc2F)n2nc(-c3ccc(Cl)cc3)nc2N1 (centres undefined) | -6 | 0 | 1 | 0% | 1 | -0.6% | -2% | 2% | -16
COc1ccc(OC)c(C(=O)c2oc3ccccc3c2NC(C)=O)c1 | 0 | 0 | 9 | -29% | 0 | -0.2% | -10% | -2% | 7
Cn1c(CCNC(=O)c2ccco2)nc2cc(NC(=O)NC3CCCCC3)ccc21 | 5 | 2 | -15 | -2% | 3 | 1.6% | 2% | 4% | 3
O=S(=O)(Nc1nccs1)c1cnc(Cl)c(Br)c1 | 1 | 3 | 5 | -4% | -2 | -0.7% | 2% | -4% | 9
Cn1c(SCC2CCCCC2)nnc1-c1ccncc1 | 2 | 0 | 6 | 1% | -2 | 3.0% | -1% | 1% | 9
O=C(NCc1ccc(F)cc1)C1CCCN(S(=O)(=O)c2cccc3nsnc23)C1 (centres undefined) | -1 | 0 | -1 | 2% | -8 | 0.9% | -1% | -2% | -14
NC(=O)CN1CCN(C(=O)NC2CCCCC2)CC1 | -1 | 3 | -11 | 3% | 3 | 0.2% | 1% | -4% | -21
CC(=O)Nc1ccc(S(=O)(=O)N[C@@H](C)C(=O)Nc2ccc(N3CCOCC3)cc2)cc1 | 2 | 2 | -1 | 0% | 1 | -2.6% | 5% | -2% | -7
S=C(Nc1ccc(Cl)cc1)N1CCCCC1 | -5 | 13 | -16 | 0% | -9 | -1.2% | 5% | 3% | 3

Five entries from above, sorted by number of heavy atoms, smallest number first.
SMILES | D1 PAM | D1 ag | D1 antag | Vif-A3G inh | LDHA block | RXFP1 agonist | Vif-APOBEC3F blk | GRP78 ERSR act | D2 potentiator
NC(=O)CN1CCN(C(=O)NC2CCCCC2)CC1 | -1 | 3 | -11 | 3% | 3 | 0.2% | 1% | -4% | -21
Cn1c(SCC2CCCCC2)nnc1-c1ccncc1 | 2 | 0 | 6 | 1% | -2 | 3.0% | -1% | 1% | 9
O=C(NC1C(=O)NNC1c1ccccc1)c1ccc(F)cc1 (centres undefined) | -1 | 1 | 4 | 0% | -2 | 0.7% | 5% | 9% | x
Cc1ccc(NS(=O)(=O)c2cc(C(=O)NCc3ccncc3)ccc2C)cc1 | -13 | 0 | 1 | -6% | -2 | -1.1% | 3% | 0% | 0
O=C(NCc1ccc(F)cc1)C1CCCN(S(=O)(=O)c2cccc3nsnc23)C1 (centres undefined) | -1 | 0 | -1 | 2% | -8 | 0.9% | -1% | -2% | -14

(next part)
SMILES | D1 PAM | D1 ag | D1 antag | Vif-A3G inh | LDHA block | RXFP1 agonist | Vif-APOBEC3F blk | GRP78 ERSR act | D2 potentiator
Cc1ccnc(NC(=O)C2CCCN(S(=O)(=O)c3ccc4[nH]c(=O)ccc4c3)C2)c1 (centres undefined) | -7 | 4 | 0 | 0% | -3 | 3.8% | -16% | 5% | -7
C[C@@H]1CCC[C@]2(O[C@H](CCO)C[C@H](O)[C@H]2O)O1 | -4 | 3 | -5 | 3% | -3 | -1.6% | 0% | -2% | -5
Cc1cc(CNC(=O)COc2ccc(F)cc2Cl)cc(C)c1O | -4 | 1 | -21 | -3% | -10 | -0.6% | 1% | -4% | 9
CC(C)N=C1NN=C(c2cccs2)C(CC(=O)O)S1 (centres undefined) | 0 | 0 | -12 | 6% | 13 | 0.5% | -16% | -4% | 3
COc1cc(OC)cc(C(=O)NCCc2cnc[nH]2)c1 | -2 | 0 | 1 | -1% | 0 | 1.8% | -4% | -2% | -17
CCOc1ccc(C(=O)CSc2nnc3ccccn23)cc1 | -4 | 1 | -9 | 2% | 1&-2 | 1.9% | 0% | -11% | -3
COc1ccc(Cn2c(C(=O)O)c(CNCc3ccco3)c3ccc(C)cc32)cc1 | 0 | 0 | -3 | 4% | 5 | 0.7% | -4% | 3% | -5
Cc1ccc(-n2nnnc2-c2ccccc2)cc1 | -3 | 6 | -5 | -16% | -4 | 0.2% | 5% | -4% | 0
CCN(CC)S(=O)(=O)N1CCC(C(=O)NCc2ccco2)CC1 | -1 | 3 | -15 | 0% | 3 | 0.2% | -2% | -3% | x
C=CCn1c(=O)/c(=C2/Sc3ccccc3N2CC)s/c1=C1/C(=O)NN=C1C | 2 | 2 | 2 | x | x | 5.0% | x | x | 13
O=C(c1ccc(Cn2cc(Br)cn2)o1)n1cccn1 | -4 | 1 | -14 | -1% | 4 | 1.6% | 4% | -5% | 7
OC(COCc1ccccc1)COCc1ccccc1 | x | x | x | 0% | -4 | x | 6% | -1% | x
CC(Sc1ccccc1)C(=O)N1CCN(S(=O)(=O)c2ccc(Cl)cc2)CC1 (centres undefined) | -5 | 4 | 15 | -7% | -1 | 2.6% | 9% | -6% | -6
CC1CCCCN1Cc1c(O)ccc2c(=O)c(-c3nc4ccccc4s3)coc12 (centres undefined) | -1 | 2 | -5 | -7% | 1 | 0.0% | u | -5% | -8
CN1C(=O)/C(=C/c2cn(CC(=O)NCc3ccco3)c3ccccc23)NC1=S | -2 | 8 | -7 | x | x | 0.5% | x | x | -6
COC(=O)CSc1ccc(C#N)c(SCC(=O)OC)c1 | -9 | 3 | -10 | 1% | -10 | -0.9% | -7% | -8% | 0
COc1ccc2nc(SCC(=O)NC3(C#N)CCCCC3)[nH]c2c1 | 2 | 0 | -4 | -1% | -5 | -1.3% | 6% | -6% | 1
CC1Cc2ccccc2N1C1=CC(=O)CC(C)(C)C1 (centres undefined) | -1 | -5 | 1 | 2% | 2 | -0.2% | 10% | -3% | -7
O=C(c1ccc(-c2cccc(Cl)c2Cl)o1)N1CCOCC1 | -5 | 30 | -24 | 3% | -3 | 4.9% | 12% | -2% | 0
COc1ccc(CC(=O)Nc2ccc(N3CCOCC3)cc2)cc1OC | -1 | 6 | -4 | 5% | 1 | -0.3% | 3% | -4% | 7
CC(Oc1ccccc1)C(=O)NCc1cccnc1 (centres undefined) | x | x | x | 0% | -1 | 0.7% | -2% | -4% | x
CCC(CC)COC(=O)C1=C(C)NC(=O)NC1c1ccc(OC)cc1 (centres undefined) | 7 | 1 | 6 | -7% | -3 | -0.8% | -8% | -3% | 9
Cc1nnc(SCC(=O)NC2CCC(C)CC2)s1 (centres undefined) | -5 | 2 | -9 | 3% | -4 | 0.8% | 5% | -3% | -5
CCc1ccccc1NC(=O)CSc1nnc([C@@H](NC(=O)OC(C)(C)C)C(C)CC)o1 (some centres undefined) | -3 | 0 | -1 | -1% | -8 | 0.5% | -2% | 0% | 7
CC(=O)NC(c1ccc(C(C)C)cc1)c1ccc2cccnc2c1O (centres undefined) | 0 | 7 | 17 | -23% | 10 | 2.9% | 8% | -4% | 11
CCNC(=O)CC1C(=O)N(c2ccccc2)C(=O)N1CCc1ccc(OC)c(OC)c1 (centres undefined) | -2 | 2 | -12 | -4% | -1 | 2.9% | -1% | -4% | 4
Cc1ccc(OCC(=O)Nc2ccc(S(=O)(=O)N3CCOCC3)cc2)c(C)c1 | -7 | 6 | 2 | -16% | 0 | 0.1% | u | -4% | -3
COC(=O)c1cccnc1-n1c(=O)c2cccnc2n(CC(=O)Nc2ccccc2F)c1=O | 0 | -1 | -4 | 6% | -10 | -1.3% | 1% | -4% | -13
CCOC(=O)C1=C(C)Nc2ccccc2N=C1NC(=O)Cc1ccc(Br)cc1 | 1 | -1 | 4 | 1% | 0 | 0.0% | -8% | 0% | -18
O=C(COC(=O)c1cnccn1)NC1CCCc2ccccc21 (centres undefined) | x | x | x | -2% | -3 | x | 3% | 1% | x
O=C(CSc1nncn1-c1ccccc1)NC1CCCC1 | -6 | 1 | 10 | -1% | -3 | -0.9% | 3% | 1% | -12
CCOC(=O)c1scc(-c2ccc(C)cc2)c1S(=O)(=O)Nc1ccc(F)c(F)c1 | -7 | 9 | -7 | 2% | -2 | 9.0% | -7% | -2% | -7
CS(=O)(=O)N1CCc2ccccc2C1 | -3 | -1 | -7 | 0% | -5 | 0.5% | -14% | -4% | 3
NC(=O)COC(=O)CCCSc1nc2ccccc2s1 | -4 | 3 | -1 | -2% | -5 | 1.4% | -13% | -12% | 1
CCOC(=O)C(C#N)=CN1CCNc2ccccc21 | x | x | x | -3% | -3 | x | 1% | 1% | x
Cc1ccc(S(=O)(=O)N2CCCCC2)cc1NC(=O)COC(=O)CNC(=O)c1cc(Cl)cc([N+](=O)[O-])c1 | -2 | 1 | 10 | -1% | -2 | 0.1% | -3% | -3% | -5
COc1cccc(Nc2c(Nc3cccc(OC)c3)c(=O)c2=O)c1 | -2 | 2 | 6 | 2% | 0 | 5.9% | -21% | -2% | -4
O=C(NCC1CCCO1)c1ccccc1OCc1ccc(F)cc1 (centres undefined) | -8 | 2 | 3 | 0% | -6 | 0.0% | 10% | -2% | 3
Cc1ccc(N(C(=O)c2cc3ccccc3oc2=O)C2C=CS(=O)(=O)C2)cc1 (centres undefined) | 3 | 1 | 0 | 1% | 0 | 0.3% | -4% | -1% | 2
CCCN1CCN(C(=S)Nc2ccc(S(N)(=O)=O)cc2)CC1 | 1 | 1 | 15 | 2% | -7 | 1.2% | 1% | 4% | -12
CCOC(=O)C1CCCN(C(=O)c2cc3c(=O)n(C)c4ccccc4c3s2)C1 (centres undefined) | 3 | 0 | -20 | 2% | -4 | 6.3% | 2% | -6% | 25
CCc1ccc(OCC(O)CN2CCN(CCO)CC2)cc1 (centres undefined) | -4 | 2 | -3 | 2% | -7 | 0.1% | 6% | -3% | 9
